# mIAP block: blocks mouse intestinal alkaline phosphatase; 0.2% of 330,000 active; purified mouse IAP, CDP-Star luminescence, 30 min; inhibition, % at 10 µM;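 active = inhibition of at least 40% at 10 µM in the primary screen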;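 also: plate controls were DMSO with enzyme for no effect and no enzyme wells for full effect; values of inactives mirror those of a sister screen read the other way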
# hIAP inh: human IAP inhibition; 0.12% of 330,000 active; AID 2544; P09923; inhibition, % at 10 µM; purified IAP, CDP-Star luminescence, 30 min;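 active = inhibition reaching a set limit with compound at 10 µM in the primary screen, cut at about 35% in these data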;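 also: plate controls were DMSO wells with enzyme for no effect and no-enzyme buffer wells for full effect; values of inactives mirror those of a sister screen read the other way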
# mIAP activ: increases mouse intestinal alkaline phosphatase activity. muIAP, CDP-Star luminescence, 30 min; active compounds read high; 1 = vehicle-only enzyme signal, 0 = enzyme-free wells. 0.24% of 330,000 active. activation factor at 10 µM;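 active = activation factor of at least 2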; also: the source names both 10 and 20 µM as test concentration; values of inactives mirror those of a sister screen read the other way
#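 Assay system: mouse IAP enzyme; Reagent: CDP-Star chemiluminescent phosphatase substrate; Compound: DMSO-dissolved test compounds; Incubation: 30 min, room temperature; Technique: luminescence from enzymatic CDP-Star hydrolysis; Controls: DMSO-only wells and no-enzyme negative control.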
# NLRP3 yeast inh: NALP3 inhibition in yeast. Yeast reconstituted NLRP3/ASC/caspase-1, beta-gal luminescence, 24 h. AID 2825. inhibition, % at 10 µM. 0.39% of 330,000 active;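 active = inhibition of 50% or more; inactive = inhibition below 50%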;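 also: plate controls were induced DMSO wells for no effect and uninduced yeast grown without galactose for full effect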
# beta cell repl: inducers of beta-cell replication in MIN6 cells; MIN6 cells proliferation, ATPlite luminescence, 48 h; cells starved in 0.2% serum; 100% = growth in 10% serum; proliferation, % at 10 µM; 0.29% of 330,000 active;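 active = compounds whose signal lies at least 3.5 SD above the mean of all wells on their plate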;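 also: 0% = DMSO-treated cells in low-serum medium and 100% = 10% serum control; some compounds called inactive have numbers as strong as hits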
# APOBEC3G inh: inhibitors of human APOBEC3G DNA deaminase | AID 493012 | 0.28% of 330,000 active | inhibition, % at 20 µM | Q9HC16 | recombinant A3G, ssDNA deamination FAM/TAMRA fluorescence;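 active = inhibition of at least 40% at 20 µM, with no more than 30% in the related APOBEC3A deaminase screen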;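 also: plate controls were DMSO wells with A3G for no effect and wells lacking A3G enzyme for full effect; some compounds called inactive have numbers as strong as hits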
# Target sequence (Q9HC16 whole entry, looked up): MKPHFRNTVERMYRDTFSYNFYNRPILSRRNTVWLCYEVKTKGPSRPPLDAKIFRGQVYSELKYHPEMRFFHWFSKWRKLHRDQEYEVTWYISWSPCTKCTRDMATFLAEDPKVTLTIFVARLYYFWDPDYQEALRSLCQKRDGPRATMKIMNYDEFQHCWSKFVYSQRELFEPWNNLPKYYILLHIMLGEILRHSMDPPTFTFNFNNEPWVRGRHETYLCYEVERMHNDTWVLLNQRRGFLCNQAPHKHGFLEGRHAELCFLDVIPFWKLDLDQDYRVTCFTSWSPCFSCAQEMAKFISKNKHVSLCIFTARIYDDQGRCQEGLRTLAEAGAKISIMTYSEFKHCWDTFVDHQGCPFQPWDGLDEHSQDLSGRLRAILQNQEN
# SENP1 FRET inh: blocks the human SENP1 SUMO protease catalytic domain; Q9P0U3; 0.21% of 360,000 active; inhibition, % at 10 µM; recombinant SENP1 catalytic domain, CyPet-SUMO1-YPet FRET cleavage;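 active = inhibition at least 30% at 10 µM, raw YFP signal under a set limit, fluorescence ratio 0.5 to 1.5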;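 also: 0% = enzyme with DMSO and 100% = no enzyme wells; some results filed as inactive read as strong as hits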
# Target sequence (Q9P0U3 419-644 limits assumed): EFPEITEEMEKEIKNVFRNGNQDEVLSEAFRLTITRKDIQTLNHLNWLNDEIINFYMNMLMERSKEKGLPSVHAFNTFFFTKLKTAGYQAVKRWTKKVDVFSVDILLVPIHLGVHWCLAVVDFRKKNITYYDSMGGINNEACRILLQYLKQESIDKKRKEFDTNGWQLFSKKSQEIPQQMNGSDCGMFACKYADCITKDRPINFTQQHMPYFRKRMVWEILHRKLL
#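 Material: hSENP1 catalytic domain, recombinant; medium: Tris pH 8 with BME, BSA, NP40 and catalase; compound: single concentration of 10 µM compound, 0.5% DMSO final; technique: FRET read of cyan and yellow fluorescence; timing: 50 min enzyme reaction, room temperature, light-protected; reagent: SFCypet-SUMO1-SFYpet substrate at 25 nM; control set: no-enzyme low, enzyme-DMSO high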
# hIAP activ: increases human intestinal alkaline phosphatase activity; P09923; purified human IAP, CDP-Star luminescence, 30 min; active compounds read high; 1 = vehicle-only enzyme, 0 = enzyme-free background; activation factor at 10 µM; 0.16% of 330,000 active;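 active = activation factor of the enzyme at least 2-fold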; also: the source names both 10 and 20 µM as test concentration; values of inactives mirror those of a sister screen read the other way
# A3A deaminase: human APOBEC3A DNA deaminase inhibition; recombinant A3A, FAM/TAMRA ssDNA deamination fluorescence; inhibition, % at 20 µM; 0.41% of 330,000 active; AID 493011;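 active = at least 40% inhibition at 20 µM here, with at most 30% in a related deaminase screen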;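 also: plate controls were A3A with DMSO for no effect and wells lacking A3A enzyme for full effect; some results filed as inactive read as strong as hits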
# Target sequence (P31941 whole entry, looked up): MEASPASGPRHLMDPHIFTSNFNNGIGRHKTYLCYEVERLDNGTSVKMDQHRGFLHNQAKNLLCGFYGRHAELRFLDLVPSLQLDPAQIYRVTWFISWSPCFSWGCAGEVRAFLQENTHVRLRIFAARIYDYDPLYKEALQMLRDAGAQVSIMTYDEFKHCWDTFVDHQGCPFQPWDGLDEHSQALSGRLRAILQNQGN
# * hit, by the source's call.
SMILES,mIAP block,hIAP inh,mIAP activ,NLRP3 yeast inh,beta cell repl,APOBEC3G inh,SENP1 FRET inh,hIAP activ,A3A deaminase
Cc1ccc2nc(N3CCN(C)CC3)c(C=O)c(=O)n2c1,4,-3,0.96,11,-3,-3,-31,1,2
O=S(=O)(NC1=NCCCCC1)c1cc(F)ccc1F,-2,-2,1,9,-2,-6,1,1,-2
O=C(COC(=O)c1ccc(F)cc1F)Nc1ccc2[nH]c(=O)[nH]c2c1,10,-28,0.9,7,4,3,-26,1.3,4
CCOC(=O)NC(=O)COC(=O)CCCc1nc2ccccc2s1,6,8,0.94,6,-4,2,3,0.92,4
FC(F)(F)c1cc(-c2ccco2)nc(NCc2ccccc2)n1,18,-9,0.82,12,-1,-3,-21,1.1,1
O=S(=O)(c1ccc(=S)[nH]c1)N1CCCCCC1,3,9,0.97,14,-3,-1,1,0.91,-2
COc1cccc(/C=C2\SC(=S)N(CCC(=O)NNC(=O)c3ccccc3OC)C2=O)c1,25,-22,0.75,14,0,-8,0,1.2,-1
COc1ccc2oc(C(=O)Nc3cccc(S(=O)(=O)N4CCOCC4)c3)c(C)c2c1,2,3,0.98,13,-2,-11,-2,0.97,-6
C[N+](C)(CCCCCC[N+](C)(C)CCCN1C(=O)c2cccc3cccc(c23)C1=O)CCCN1C(=O)c2cccc3cccc(c23)C1=O,3,6,0.97,11,1,29,-4,0.94,46*
Cc1ccc(C2=Nc3ccccc3N=C(c3ccco3)C2)c(O)c1,7,-10,0.93,3,-1,-1,8,1.1,5
CCC(=O)Nc1cc(C)c(OC)c(C)c1,1,-6,0.99,-5,-2,-6,2,1.1,0
CCc1cc2c3c(c(=O)oc2cc1OC(C)C(=O)O)CCCC3 (configuration not stated),-5,-16,1.1,14,-2,-13,-1,1.2,-6
CCOC(=O)c1cc2occc2n1CC(=O)Nc1ccc(OC)cc1OC,0,0,1,-3,1,-10,0,1,1
CN1C(=O)SC(Nc2ccccc2)C1=O (configuration not stated),18,-11,0.82,-4,-2,-6,1,1.1,-12
COCCCN1C(=O)C(O)=C(C(C)=O)C1c1cccc(F)c1 (configuration not stated),-12,12,1.1,1,-2,-4,0,0.88,-2
COc1ccc(C(=O)NCc2cc(C)nc3ccccc23)cc1,0,13,1,9,-2,-4,0,0.87,-1
COc1ccc(NCc2nn(CC(=O)c3ccc(Br)cc3)c3[n+]2CCCCC3)cc1,13,5,0.87,12,-1,-16,7,0.95,-4
O=C(c1cc2cc(Cl)ccc2oc1=O)N1CCN(c2ccccn2)CC1,4,-11,0.96,11,-2,11,1,1.1,-3
CCOC(=O)CSc1nnc(-c2ccco2)n1C,7,-11,0.93,17,-2,0,0,1.1,2
O=C(O)C1CC=CCC1C(=O)NCCc1ccccc1 (configuration not stated),-4,-12,1,-7,1,-11,-2,1.1,0
CCc1nnc(NC(=O)CCC(=O)NC2CCCC2)s1,-7,7,1.1,16,-2,1,0,0.93,2
Cc1cc(C)c(C(=O)CSc2nc(C)cc(C)c2C(N)=O)c(C)c1,17,2,0.83,1,0,-5,1,0.98,-3
CN(C)c1ccc(C2C3=C(CCCC3=O)OC3=C2C(=O)CCC3)cc1,2,7,0.97,11,-4,-1,-12,0.93,3
Cc1cc(C)c(C)c(S(=O)(=O)N2CCC(C(=O)N3CC(C)CC(C)C3)CC2)c1C (configuration not stated),5,17,0.95,29,-6,-2,1,0.83,3

# An excerpt from above in order of SMILES length, high to low:
SMILES,mIAP block,hIAP inh,mIAP activ,NLRP3 yeast inh,beta cell repl,APOBEC3G inh,SENP1 FRET inh,hIAP activ,A3A deaminase
CCOC(=O)c1cc2occc2n1CC(=O)Nc1ccc(OC)cc1OC,0,0,1,-3,1,-10,0,1,1
COc1ccc(C(=O)NCc2cc(C)nc3ccccc23)cc1,0,13,1,9,-2,-4,0,0.87,-1
CCc1nnc(NC(=O)CCC(=O)NC2CCCC2)s1,-7,7,1.1,16,-2,1,0,0.93,2
O=C(O)C1CC=CCC1C(=O)NCCc1ccccc1 (configuration not stated),-4,-12,1,-7,1,-11,-2,1.1,0
CCOC(=O)CSc1nnc(-c2ccco2)n1C,7,-11,0.93,17,-2,0,0,1.1,2

# Fetched one by one from the list above:
SMILES,mIAP block,hIAP inh,mIAP activ,NLRP3 yeast inh,beta cell repl,APOBEC3G inh,SENP1 FRET inh,hIAP activ,A3A deaminase
C[N+](C)(CCCCCC[N+](C)(C)CCCN1C(=O)c2cccc3cccc(c23)C1=O)CCCN1C(=O)c2cccc3cccc(c23)C1=O,3,6,0.97,11,1,29,-4,0.94,46*
COCCCN1C(=O)C(O)=C(C(C)=O)C1c1cccc(F)c1 (configuration not stated),-12,12,1.1,1,-2,-4,0,0.88,-2

# Carrying on.
SMILES,mIAP block,hIAP inh,mIAP activ,NLRP3 yeast inh,beta cell repl,APOBEC3G inh,SENP1 FRET inh,hIAP activ,A3A deaminase
COc1ccc(NC(=S)N(Cc2cccc(Br)c2)CC2CCC(C(=O)O)CC2)cc1 (configuration not stated),5,9,0.95,24,0,2,3,0.91,0
COc1ccc(-c2nc3ccccc3c(=O)n2NC(=S)N(C)C)cc1,4,10,0.96,0,-1,52*,2,0.9,-2
O=C(Cc1ccccc1)NCC(=O)N1CCc2ccccc2C1,-4,-2,1,8,3,-10,1,1,-3
O=C(COc1ccc2c(c1)C(=O)CC1(CCCCC1)O2)NCc1ccccc1,11,13,0.89,-3,1,-4,-3,0.87,-3
CCc1ccc(-c2ccc(C(=O)O)c(C)n2)cc1,7,-6,0.93,22,3,-2,1,1.1,-2
CCOc1ccccc1N1CCN(C(=O)CNC(=O)c2sc3ccccc3c2Cl)CC1,2,-11,0.98,19,-2,-3,1,1.1,1
OCCC1CN(Cc2ccc(F)cc2)CCN1CCCc1ccccc1 (configuration not stated),-1,-12,1,40,-2,-11,1,1.1,-6
Cc1cccc(C(=O)NCCN2CCCC2)c1,5,6,0.95,4,-2,-9,-6,0.94,0
CCOC(=O)CCNC(=O)Nc1ccc2nc(C)n(Cc3ccccc3Cl)c(=O)c2c1,-30,-1,1.3,7,-2,5,13,1,2
O=C1N/C(=N\N=C\c2cccs2)SC1Cc1cccc(Cl)c1Cl (configuration not stated),10,-11,0.9,11,-2,-11,1,1.1,-5
Cn1ncc(Cl)c1C(=O)N1CCc2ccccc21,4,17,0.95,9,0,-6,-2,0.83,0
COc1ccc(OC)c(CN2CCN(S(=O)(=O)c3ccc(NC(C)=O)cc3)CC2)c1,-7,1,1.1,0,1,-5,2,0.99,3
Cc1ccc(N(Cc2ccccc2)C(=O)c2ccc(Cl)c(S(=O)(=O)N3CCOCC3)c2)cc1,8,1,0.92,17,-6,-11,2,0.99,-2
CC(=O)Nc1ccc(S(=O)(=O)N2CCN(c3cnn(C)c(=O)c3Cl)CC2)cc1,-5,-1,1.1,3,-3,-4,-1,1,1
COC(=O)N1C(=O)[C@](c2ccsc2)(C(C)C)N1C(=O)OC,-17,-1,1.2,11,1,-7,1,1,-1
Cc1cnc(C(=O)OCC(=O)Nc2ccc(Cl)cn2)cn1,6,-7,0.94,1,6,-4,-12,1.1,-1
CC(NC(=O)CCc1nnc(-c2ccc(-c3ccccc3)cc2)o1)c1nc2ccccc2[nH]1 (configuration not stated),7,7,0.93,18,-2,-7,-51,0.93,1
COC(=O)c1cc(S(=O)(=O)N(C)C2CCCCC2)oc1C,-9,29,1.1,7,0,-6,2,0.71,-2
CCOc1ccc(C(=O)NCC(=O)Nc2cc(C)ccn2)cc1OCC,-4,5,1,2,3,-5,1,0.95,-2
O=C(CCc1c[nH]c2ccccc12)N1CCN(c2ccc(O)cc2)CC1,4,-14,0.96,-15,-4,10,0,1.1,0
O=C(CCNC(=O)c1ccco1)NCc1ccc(F)cc1,-5,9,1,13,-1,-4,1,0.91,-1
O=C(c1ccco1)N1CCN(C2CC(=O)N(c3ccc4c(c3)OCO4)C2=O)CC1 (configuration not stated),12,1,0.88,-8,0,-4,0,0.99,-3
Nc1ccc(-n2ccnc2)cc1,-2,5,1,1,1,-9,1,0.95,-5
O=C(COC(=O)c1ccc(F)c(S(=O)(=O)N2CCOCC2)c1)NCc1ccccc1,14,1,0.86,16,-3,0,1,0.99,0
O=C(CSc1nc(O)cc(=O)n1C1CCCC1)Nc1cccc(Cl)c1Cl,21,-4,0.79,-3,-3,1,0,1,1
Cc1ccc(C(=O)N/C(=C/c2ccc(-c3cccc([N+](=O)[O-])c3)o2)C(=O)NCCCN(C)C)cc1,4,-4,0.96,-1,-6,-4,-2,1,5
CCOc1ccc(-c2c(C(=O)N/N=C(\C)c3ccco3)nnn2-c2nonc2N)cc1,-1,6,1,-7,1,-5,-1,0.94,-1
O=C(CSc1nc(=O)n(Cc2ccccn2)c2c1CCC2)Nc1ccc(F)cc1F,9,6,0.91,12,9,-15,0,0.94,-5
CCCCc1ncc(CN2CCC(n3nccc3NC(=O)C(OC)c3ccccc3)CC2)[nH]1 (configuration not stated),2,-3,0.98,12,1,-4,-1,1,0
COc1cccc(/C=N/c2nc3ccccc3n2C)c1O,9,-14,0.91,7,0,5,2,1.1,-5
N#CCCn1cc(C(=O)Nc2ccc(C(=O)O)cc2)c(-c2ccc([N+](=O)[O-])cc2)n1,0,8,1,4,4,-1,3,0.92,3
NC(=O)NC(=O)Nc1ccccc1Cl,-1,9,1,0,1,-6,1,0.91,-5
NC(=O)C1CCN(C(=O)COc2ccc3c4c(c(=O)oc3c2)CCCC4)CC1,2,6,0.98,-1,1,-5,-9,0.94,2
COc1ccc(N(C)S(=O)(=O)c2ccc(Cl)c(C(=O)NCCc3ccc(Cl)cc3)c2)cc1,4,-1,0.96,-5,-2,-7,-1,1,-1
Cc1cc(F)ccc1S(=O)(=O)N1CCCCC1CCNC(=O)C(=O)NCc1ccccn1 (configuration not stated),8,3,0.92,12,-3,-3,1,0.97,-1
O=C(c1ccccc1F)N1CCN(Cc2ccccc2F)CC1,7,-1,0.93,9,-2,-4,2,1,-1
Cc1cc(C)cc(N2Cc3ccccc3C2)c1,-5,-4,1.1,1,-2,3,0,1,0

# These rows are one share of the data; count on the stated rates, not on these rows.
